ABHD4 inh: inhibits mouse alpha/beta hydrolase domain 4; actives 0.54% (n = 370,000); purified mABHD4, FP-Rh probe fluorescence polarization; inhibition, % at 8.92 µM;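 active = inhibition exceeding the mean over every tested compound plus 3 SD, cut at about 30% in these data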;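 note: 0% = plate median of compound wells and 100% = S159A mutant with DMSO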
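Assay system: mABHD4 protein; medium: HEPES pH 7.0, NaCl, Pluronic buffer; dosing: 8.92 µM, single dose; schedule: 45 min + 60 min at 25 °C; signal: FP readout, ex 525 nm / em 598 nm; read-out: normalized percent inhibition of probe labeling; repeats: single replicate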
SIAE inh: human SIAE inhibition, primary screen; Q9HAT2; SIAE FP-Rh probe binding, fluorescence polarization; inhibition, % at 9.66 µM; actives 0.69% (n = 370,000);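 active = inhibition above a cutoff: mean of compounds within the control limits plus 3 SD of those, cut at about 17% in these data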;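 note: 0% = plate median of compound wells and 100% = probe without SIAE protein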
PRMT1 inh: blocks human protein arginine methyltransferase 1 | AID 652257 | Q99873 | actives 1.3% (n = 370,000) | recombinant PRMT1, activity-based probe fluorescence polarization | inhibition, % at 2.79 µM;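 active = inhibition above about 21% made by adding two undisclosed values, limit read from the data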
DDE Tn7 FP inh: DD(E)-Tn7 binding inhibition, primary FP screen; P02675; FP displacement of FITC-Tn7 peptide from fibrin DD(E); 0% = median of compound wells per plate; inhibition, % at 8.3 µM; actives 0.13% (n = 370,000);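 active = inhibition above the mean of compounds falling within the control limits plus 3 SD of them, cut at about 14% in these data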;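 note: 0% = plate median of compound wells and 100% = 10 µM Aha-Tn7 peptide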
Target sequence (P02675 whole entry, looked up): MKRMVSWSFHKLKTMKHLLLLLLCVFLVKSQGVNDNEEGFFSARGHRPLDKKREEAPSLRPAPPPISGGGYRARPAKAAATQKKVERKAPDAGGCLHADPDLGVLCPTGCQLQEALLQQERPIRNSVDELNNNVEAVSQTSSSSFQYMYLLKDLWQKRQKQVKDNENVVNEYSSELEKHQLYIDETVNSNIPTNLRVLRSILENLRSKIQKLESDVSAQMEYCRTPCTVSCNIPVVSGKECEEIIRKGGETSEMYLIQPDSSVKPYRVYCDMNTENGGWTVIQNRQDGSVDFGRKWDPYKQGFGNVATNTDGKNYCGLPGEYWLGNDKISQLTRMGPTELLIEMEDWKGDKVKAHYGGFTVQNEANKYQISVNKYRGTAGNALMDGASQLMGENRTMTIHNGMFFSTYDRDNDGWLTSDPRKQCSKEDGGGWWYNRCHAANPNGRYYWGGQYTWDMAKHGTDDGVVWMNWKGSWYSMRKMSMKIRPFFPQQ
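assay system = human clot-derived fibrin DD(E) complex | quantity = Fibrin-DD(E) at 2 µM final | timing = 10 min preincubation, 3 h with tracer, room temperature | signal = fluorescence polarization | measure = percent inhibition | benchmarks = high control wells with 10 µM unlabelled Aha-Tn7 peptide (full inhibition) | replicates = singlicate testing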
PG9 Ab binder: small molecules binding HIV-1 gp120 antibody PG9; TR-FRET gp120-PG9 antibody binding; inhibition, % at 6.7 µM; actives 0.43% (n = 360,000); AID 624416; in the data active = inhibition above about 8.5%
UHRF1 MBD2 ctr: human UHRF1 methylated DNA binding inhibitors; Q96T88; UHRF1 binding to methylated oligo, TR-FRET; inhibition, % at 4.4 µM; actives 0.75% (n = 370,000); AID 687016; in the data active = inhibition above about 21%;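 note: UHRF1 SRA domain binding a hemimethylated CpG hairpin DNA probe; 0% = median of test compound wells and 100% = reference inhibitor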
TDP2 inh: blocks human TDP2 phosphodiesterase activity. O95551. actives 0.34% (n = 370,000). recombinant TDP2, T5PNP hydrolysis, p-nitrophenol absorbance 415 nm. inhibition, % at 12.8 µM. AID 720702;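 active = inhibition above the mean of all tested compounds plus 3 SD, set per campaign, cut at about 25% in these data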;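 note: 0% = DMSO with enzyme and 100% = buffer with substrate but no TDP2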
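test system = human TDP2 enzyme | input = TDP2 enzyme at 120 nM final | medium = 50 mM Tris-HCl pH 7.5 with Mg2+, KCl, DTT, BSA | also added = T5PNP substrate, 5 mM | times = 2 h at 37 °C | technique = epi absorbance | benchmarks = high control without enzyme, low control DMSO plus TDP2 | replication = each compound tested once, singlicate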
LEDGF integ inh: blocks HIV-1 LEDGF/p75-dependent DNA integration. TR-FRET IN-LEDGF/p75 DNA integration, Eu/Cy5. inhibition, % at 3.7 µM. actives 0.64% (n = 370,000). AID 743269;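 active = inhibition above the screen-wide mean plus 3 SD, cut at about 13% in these data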;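 note: signal is the Cy5 over europium emission ratio at 671 and 618 nm; 0% = plate median of compound wells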
HTRA1 inhibitor: inhibitors of human serine peptidase HTRA1. inhibition, % at 5.96 µM. recombinant HTRA1, FP-rhodamine activity-based probe, fluorescence polarization. AID 504803. actives 0.5% (n = 340,000). Q92743; in the data active = inhibition above about 36%;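 note: 0% = enzyme with DMSO and 100% = wells lacking enzyme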
Target sequence (Q92743 whole entry, looked up): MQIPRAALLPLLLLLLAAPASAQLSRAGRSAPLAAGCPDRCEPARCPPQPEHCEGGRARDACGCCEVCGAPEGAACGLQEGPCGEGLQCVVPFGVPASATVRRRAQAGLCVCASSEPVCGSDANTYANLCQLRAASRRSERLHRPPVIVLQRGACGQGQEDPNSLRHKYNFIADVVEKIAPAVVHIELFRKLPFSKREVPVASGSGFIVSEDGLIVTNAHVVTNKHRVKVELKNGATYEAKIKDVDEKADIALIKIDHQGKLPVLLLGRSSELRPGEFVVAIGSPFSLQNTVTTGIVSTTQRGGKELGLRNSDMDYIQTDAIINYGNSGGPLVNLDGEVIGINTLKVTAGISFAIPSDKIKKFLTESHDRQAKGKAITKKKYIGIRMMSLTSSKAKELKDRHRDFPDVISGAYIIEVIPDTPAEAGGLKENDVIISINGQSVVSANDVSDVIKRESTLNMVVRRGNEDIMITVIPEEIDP
TCR-CD3 inh: human TCR-CD3 binding inhibition; TAMRA-labeled TCR probe fluorescence, biochemical; inhibition, % at 9.4 µM; actives 0.37% (n = 360,000); AID 651800; in the data active = inhibition above about 19%;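 note: recombinant mutant TCR 2C K166C tagged with TAMRA read by polarization; 0% = receptor in buffer alone and 100% = receptor with positive control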
The depositor's hits bear a star; x = not tested or not shown.

Each structure is followed by: ABHD4 inh | SIAE inh | PRMT1 inh | DDE Tn7 FP inh | PG9 Ab binder | UHRF1 MBD2 ctr | TDP2 inh | LEDGF integ inh | HTRA1 inhibitor | TCR-CD3 inh
CCCSc1nc(=O)n2cccc(C)c2n1
 : 3.3 | 3.6 | -1.7 | -4.6 | 1.6 | -0.3 | -1.1 | -2.3 | -5.0 | 2.2
CC/C=C/C(=O)N1CC2(CC(c3cccc(NC(=O)CC)c3)=NO2)C[C@H]1C(N)=O (some centres not stated)
 : -16.3 | -4.5 | 2.9 | 3.1 | -1.4 | 5.0 | -11.6 | 3.8 | -1.3 | -7.5
Cc1ccc(-c2nc(CS(=O)(=O)CC(=O)N3CCCCCC3)c(C)o2)cc1
 : 5.6 | 3.0 | -2.3 | 0.5 | 2.8 | 4.3 | -17.4 | 2.1 | 0.5 | -5.7
COC(=O)c1ccccc1NC(=O)CN(c1ccc(OC)cc1)S(C)(=O)=O
 : -5.8 | 2.5 | -1.1 | -4.5 | 2.6 | 2.3 | -10.8 | 1.3 | -1.6 | -2.8
Cc1ccc(-c2cc(-c3nnc4sc(COc5ccccc5)nn34)[nH]n2)cc1
 : -5.5 | 5.0 | 4.5 | -3.5 | x | -3.0 | 3.3 | 0.2 | x | x
CCC(C(=O)OC)n1cnc2c(nnn2-c2ccc(F)cc2)c1=O (configuration not stated)
 : -4.0 | -2.2 | 0.4 | 1.4 | 1.0 | 4.4 | -10.5 | 0.5 | -4.6 | -10.8
CCOC(=O)c1c(NC(=O)COC(=O)c2nc(Cl)ccc2Cl)sc2c1CCC2
 : 3.3 | 3.0 | 2.5 | 0.5 | -0.6 | 2.2 | -3.7 | -3.7 | 0.6 | 2.0
O=C(OCC12CC3CC(CC(C3)C1)C2)c1ccc(NCc2cc(O)ccc2O)cc1
 : 23.0 | 7.8 | 10.1 | -2.6 | -1.8 | -3.3 | 1.3 | 3.4 | 23.0 | 2.2
C#Cc1ccc([C@H]2C=C(C(=O)N3CCOCC3)O[C@@H](OCC)[C@@H]2CCCO)cc1
 : -4.2 | 1.8 | -0.7 | -0.6 | 0.2 | 0.9 | -8.2 | 2.6 | -2.6 | 6.5
CCN(CC)c1ccc(C(=O)NC(=S)N2CCN(Cc3ccc4c(c3)OCO4)CC2)cc1
 : 4.5 | 2.9 | 3.0 | -4.1 | -1.6 | -1.6 | -8.0 | -0.3 | -20.0 | 0.0
O=[N+]([O-])c1cccc(-c2nnc(-c3ccc4c(c3)OCO4)o2)c1
 : 8.0 | -0.3 | 3.5 | -9.9 | 2.9 | -0.4 | 6.1 | 1.2 | 1.7 | -4.0
CC[C@H](C)[C@H](NC(=O)c1ccccc1)C(=O)Nc1ccc(S(=O)(=O)Nc2cc(C)nc(C)n2)cc1
 : -2.4 | 6.6 | -4.5 | -1.4 | 0.6 | -1.4 | 21.5 | -0.5 | -5.6 | 1.7
Cc1cc(C)cc(CC(=O)N2CCC2(C)C(=O)NS(=O)(=O)c2ccc(Cl)s2)c1 (configuration not stated)
 : 7.9 | 3.2 | 2.3 | 1.6 | -1.9 | 2.2 | 6.8 | -2.4 | x | -4.5
CSc1cccc(NC(=O)CN(c2ccc(C)cc2C)S(C)(=O)=O)c1
 : -17.5 | -9.8 | 1.8 | -6.2 | 0.3 | -1.5 | -8.3 | 0.2 | -20.9 | 0.3
Cc1ccc(Cl)cc1NC(=O)C(NS(=O)(=O)c1cccs1)c1ccccc1 (configuration not stated)
 : -9.7 | -5.3 | -2.4 | -3.3 | -2.0 | 1.6 | 3.3 | -2.0 | -14.5 | -3.4
Cc1ccccc1-n1c(SCC(=O)NCC2CCCO2)nnc1-c1ccncc1 (configuration not stated)
 : 6.0 | -8.7 | -3.8 | 0.7 | 1.5 | 17.8 | -0.8 | 0.9 | 0.8 | 4.0
COc1ccc(C(=O)NNC(=O)CN2CCN(c3nc(-c4ccccc4)cs3)CC2)cc1
 : 4.7 | 1.4 | 1.2 | -0.5 | -1.9 | 5.2 | -1.0 | -0.5 | 3.1 | -1.1
Cc1nn(Cc2cccc(C(=O)NC34CC5CC(CC(C5)C3)C4)c2)c(C)c1Br
 : 2.8 | -10.5 | 0.8 | 4.6 | 0.0 | -2.0 | -6.2 | -2.3 | -33.9 | 8.2
O=C(OCc1ccccc1)N1CCC2CC1c1ccc(N3CCN(Cc4ccc5c(c4)OCO5)CC3)cc12 (configuration not stated)
 : 6.4 | -5.7 | -3.7 | 7.0 | -0.6 | -2.2 | 6.4 | 2.2 | x | 7.3
O=S(=O)(ON(c1ccccc1)S(=O)(=O)c1ccccc1)c1ccccc1
 : 3.3 | -1.3 | -1.7 | 2.9 | 1.0 | 0.1 | -2.3 | 0.2 | -6.5 | 5.5
COc1ccc(C(C(=O)NC2CCCC2)N(Cc2cccnc2)C(=O)c2snc(C(N)=O)c2N)cc1OC (configuration not stated)
 : 1.4 | 0.5 | -2.0 | -5.0 | -1.6 | 0.9 | -6.5 | 1.6 | 4.6 | -1.6
O=C(NC(=S)N1CCOCC1)c1cn(-c2ccccc2)nc1-c1ccccc1
 : 0.0 | -2.4 | 2.3 | 10.6 | 2.9 | -1.1 | 8.2 | -3.7 | 4.4 | -4.8
CCOC(=O)c1ccc(NC(=O)CN2C(=O)CSC2=O)cc1
 : -2.2 | 7.2 | 1.1 | -5.8 | -2.8 | -2.0 | -2.7 | 0.7 | -1.4 | 2.4
O=S(=O)(c1ccccc1)N(Cc1nc(-c2ccccc2)no1)C1CCCCC1
 : -11.6 | -2.5 | -0.3 | -1.4 | 0.9 | 5.1 | -13.6 | 0.7 | -30.2 | -4.1
Oc1ccc2oc3c(c2c1)CCCC3
 : -11.1 | 0.2 | 0.7 | -1.5 | -0.5 | -0.9 | -4.5 | -1.0 | -4.5 | 6.1
O=C(NCCOc1ccc(F)cc1)C1CCC(=O)N(CCN2CCOCC2)C1 (configuration not stated)
 : -11.7 | -9.7 | -0.4 | 0.9 | 0.2 | 3.9 | -18.2 | 3.8 | 1.6 | -3.8
CCOc1ccc(-c2cc(C(=O)NCc3ccccc3)[nH]n2)c(C)c1
 : -9.7 | -3.3 | 4.0 | 7.6 | 0.0 | 0.7 | 4.2 | -3.0 | x | -3.3
COC(c1ccccc1)c1nnc(CCC(=O)N(C)CCCC2CCCC2)o1 (configuration not stated)
 : -0.8 | -7.1 | -0.8 | 1.7 | 0.5 | -0.1 | -3.5 | 2.5 | -1.4 | -8.0
CC1=CC(=C(C#N)c2nc3ccccc3s2)C=C(C)N1Cc1ccco1
 : 5.9 | 15.3 | -0.4 | 2.9 | -1.7 | -1.5 | 9.6 | -2.1 | 2.0 | 6.4
OC[C@@H]1CN(Cc2ccc(F)cc2)C[C@H](n2cnc3c(NCc4ccc(F)cc4)ncnc32)O1
 : -3.9 | -4.9 | 0.6 | -7.9 | -1.7 | 2.0 | -11.9 | 2.1 | x | -2.8
Cc1ccc(C)c(N2C(=O)c3cc(N4CCOCC4)c([N+](=O)[O-])cc3C2=O)c1
 : -2.0 | 5.9 | -3.1 | 4.2 | -0.4 | -2.1 | 1.2 | 2.3 | 1.1 | 3.1
O=C(O)C1CCCN1C(=O)C12CC3CC(CC(C3)C1)C2 (configuration not stated)
 : 4.1 | -0.1 | -0.1 | -1.3 | -0.6 | 0.0 | 11.7 | 1.4 | 3.9 | 3.7
O=C1[C@@H]2C(c3ccccc3Cl)=NO[C@@H]2C(=O)N1Cc1ccccc1
 : -10.8 | -4.4 | 2.3 | 1.4 | 0.1 | 8.4 | -2.0 | 3.2 | 4.1 | -5.5
CCn1c(-c2ccco2)n[nH]c1=S
 : 4.7 | 3.9 | -5.8 | 0.8 | 1.1 | -0.7 | 2.1 | -3.1 | -1.6 | 0.3
CCCn1nc(Oc2nc(NCC)nc(NCC)n2)ccc1=O
 : -1.7 | -6.7 | -1.0 | 8.9 | -1.0 | -0.9 | -7.2 | -0.2 | 5.5 | -1.9
CC(C)=CCC/C(C)=C/Cc1c(O)ccc(C(=O)/C=C/c2ccc(O)cc2)c1O
 : -42.4 | -27.2 | -0.2 | -5.1 | -1.9 | -2.4 | 0.8 | -0.4 | -21.2 | 1.3
Cc1ccc(NS(=O)(=O)c2ccc(CCC(=O)N3CCCC3)cc2)cc1
 : 6.2 | 5.8 | -1.3 | -0.6 | 1.5 | -0.2 | 13.9 | -0.6 | -2.8 | 6.5
Cc1cccc(C(=O)NCCCN(C)CCCNC(=O)c2cccc(C)c2)c1
 : -3.6 | 3.7 | -4.0 | 0.9 | -0.5 | 1.2 | 8.2 | -3.5 | 1.8 | 1.1
CCCCN1C(=O)C(=O)N(CC(=O)c2ccc3c(c2)OCO3)C1=O
 : -2.5 | 3.1 | 1.6 | 5.2 | -3.5 | 2.3 | 10.6 | -0.1 | 3.5 | 2.9
Cc1ccsc1C(=O)N1CCC1(C)C(=O)NS(=O)(=O)c1ccc(Br)cc1 (configuration not stated)
 : 3.4 | 1.0 | 1.0 | -0.3 | -0.3 | 2.0 | 6.8 | 1.5 | x | -4.3
CC(=O)Nc1ccc2cnn(C(C)=O)c2c1
 : -0.1 | 0.3 | 3.9 | 4.1 | -1.7 | 3.1 | -3.9 | 1.4 | 8.3 | -7.9

Structural class: the entries above with two or more sulfur atoms
Each structure is followed by: ABHD4 inh | SIAE inh | PRMT1 inh | DDE Tn7 FP inh | PG9 Ab binder | UHRF1 MBD2 ctr | TDP2 inh | LEDGF integ inh | HTRA1 inhibitor | TCR-CD3 inh
Cc1cc(C)cc(CC(=O)N2CCC2(C)C(=O)NS(=O)(=O)c2ccc(Cl)s2)c1 (configuration not stated)
 : 7.9 | 3.2 | 2.3 | 1.6 | -1.9 | 2.2 | 6.8 | -2.4 | x | -4.5
CSc1cccc(NC(=O)CN(c2ccc(C)cc2C)S(C)(=O)=O)c1
 : -17.5 | -9.8 | 1.8 | -6.2 | 0.3 | -1.5 | -8.3 | 0.2 | -20.9 | 0.3
Cc1ccc(Cl)cc1NC(=O)C(NS(=O)(=O)c1cccs1)c1ccccc1 (configuration not stated)
 : -9.7 | -5.3 | -2.4 | -3.3 | -2.0 | 1.6 | 3.3 | -2.0 | -14.5 | -3.4
O=S(=O)(ON(c1ccccc1)S(=O)(=O)c1ccccc1)c1ccccc1
 : 3.3 | -1.3 | -1.7 | 2.9 | 1.0 | 0.1 | -2.3 | 0.2 | -6.5 | 5.5
Cc1ccsc1C(=O)N1CCC1(C)C(=O)NS(=O)(=O)c1ccc(Br)cc1 (configuration not stated)
 : 3.4 | 1.0 | 1.0 | -0.3 | -0.3 | 2.0 | 6.8 | 1.5 | x | -4.3

Screening data (PubChem)
